UHRF1 MBD2 ctr – blocks human UHRF1 binding to methylated DNA | 370,000 tested, 0.75% active | inhibition, % at 4.4 µM | UHRF1 binding to methylated oligo, TR-FRET; in the data active means inhibition above about 21%;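 further: UHRF1 SRA domain binding a hemimethylated CpG hairpin DNA probe; 0% = median of test compound wells and 100% = reference inhibitor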
TCR CD3 inh – human TCR-CD3 binding inhibition | 360,000 tested, 0.37% active | TAMRA-labeled TCR probe fluorescence, biochemical | AID 651800 | inhibition, % at 9.4 µM; in the data active means inhibition above about 19%;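 further: recombinant mutant TCR 2C K166C tagged with TAMRA read by polarization; 0% = receptor in buffer alone and 100% = receptor with positive control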
SIAE primary – blocks human sialic acid acetylesterase; SIAE FP-Rh probe binding, fluorescence polarization; Q9HAT2; 370,000 tested, 0.69% active; inhibition, % at 9.66 µM;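 active means inhibition above a cutoff: mean of compounds within the control limits plus 3 SD of those, cut at about 17% in these data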;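 further: 0% = plate median of compound wells and 100% = probe without SIAE protein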
ABHD4 inh – inhibits mouse alpha/beta hydrolase domain 4. Q8VD66. purified mABHD4, FP-Rh probe fluorescence polarization. inhibition, % at 8.92 µM. 370,000 tested, 0.54% active. AID 720543;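 active means inhibition exceeding the mean over every tested compound plus 3 SD, cut at about 30% in these data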;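 further: 0% = plate median of compound wells and 100% = S159A mutant with DMSO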
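Assay system: mABHD4 protein; medium: HEPES pH 7.0, NaCl, Pluronic buffer; dosing: 8.92 µM, single dose; schedule: 45 min + 60 min at 25 °C; signal: FP readout, ex 525 nm / em 598 nm; read-out: normalized percent inhibition of probe labeling; repeats: single replicate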
HTRA1 inhibitor – blocks human HTRA1 serine peptidase; Q92743; recombinant HTRA1, FP-rhodamine activity-based probe, fluorescence polarization; inhibition, % at 5.96 µM; 340,000 tested, 0.5% active; in the data active means inhibition above about 36%;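 further: 0% = enzyme with DMSO and 100% = wells lacking enzyme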
Target sequence (Q92743 whole entry, looked up): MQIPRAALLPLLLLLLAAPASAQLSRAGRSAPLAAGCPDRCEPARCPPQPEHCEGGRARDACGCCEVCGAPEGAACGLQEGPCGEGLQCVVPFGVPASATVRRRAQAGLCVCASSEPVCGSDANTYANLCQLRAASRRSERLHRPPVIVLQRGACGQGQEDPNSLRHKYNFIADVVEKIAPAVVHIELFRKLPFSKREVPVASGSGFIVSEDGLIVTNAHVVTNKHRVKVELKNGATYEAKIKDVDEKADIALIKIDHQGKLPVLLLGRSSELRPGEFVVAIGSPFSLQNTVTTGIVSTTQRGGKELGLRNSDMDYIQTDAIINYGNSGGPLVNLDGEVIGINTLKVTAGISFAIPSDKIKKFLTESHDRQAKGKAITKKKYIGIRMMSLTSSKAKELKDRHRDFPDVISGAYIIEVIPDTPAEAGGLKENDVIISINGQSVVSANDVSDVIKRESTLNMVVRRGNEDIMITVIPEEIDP
TDP2 absorb – blocks human TDP2 phosphodiesterase activity | 370,000 tested, 0.34% active | O95551 | recombinant TDP2, T5PNP hydrolysis, p-nitrophenol absorbance 415 nm | inhibition, % at 12.8 µM | AID 720702;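 active means inhibition above the mean of all tested compounds plus 3 SD, set per campaign, cut at about 25% in these data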;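 further: 0% = DMSO with enzyme and 100% = buffer with substrate but no TDP2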
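Test system: Human TDP2 enzyme | Reagent: 5 mM T5PNP | Compound dosing: 12.8 µM single point, 1% DMSO | Incubation: Enzyme reaction with compound for 2 h at 37 °C | Technique: p-Nitrophenol epi absorbance | Read-out: % inhibition relative to enzyme-containing and enzyme-free wells | Benchmarks: High control without enzyme, low control DMSO plus TDP2 | Replicates: Singlicate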
PG9 Ab binder – PG9 antibody binding by small molecule. TR-FRET gp120-PG9 antibody binding. inhibition, % at 6.7 µM. 360,000 tested, 0.43% active. AID 624416; in the data active means inhibition above about 8.5%
PRMT1 inh – blocks human protein arginine methyltransferase 1 | recombinant PRMT1, activity-based probe fluorescence polarization | Q99873 | inhibition, % at 2.79 µM | 370,000 tested, 1.3% active;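 active means inhibition above about 21% made by adding two undisclosed values, limit read from the data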
DDE Tn7 FP inh – disrupts Tn7 cyclic peptide binding to fibrin D-Dimer-E complex; P02675; FP displacement of FITC-Tn7 peptide from fibrin DD(E); 0% = median of compound wells per plate; inhibition, % at 8.3 µM; 370,000 tested, 0.13% active; AID 720508;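 active means inhibition above the mean of compounds falling within the control limits plus 3 SD of them, cut at about 14% in these data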;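 further: 0% = plate median of compound wells and 100% = 10 µM Aha-Tn7 peptide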
Target sequence (P02675 whole entry, looked up): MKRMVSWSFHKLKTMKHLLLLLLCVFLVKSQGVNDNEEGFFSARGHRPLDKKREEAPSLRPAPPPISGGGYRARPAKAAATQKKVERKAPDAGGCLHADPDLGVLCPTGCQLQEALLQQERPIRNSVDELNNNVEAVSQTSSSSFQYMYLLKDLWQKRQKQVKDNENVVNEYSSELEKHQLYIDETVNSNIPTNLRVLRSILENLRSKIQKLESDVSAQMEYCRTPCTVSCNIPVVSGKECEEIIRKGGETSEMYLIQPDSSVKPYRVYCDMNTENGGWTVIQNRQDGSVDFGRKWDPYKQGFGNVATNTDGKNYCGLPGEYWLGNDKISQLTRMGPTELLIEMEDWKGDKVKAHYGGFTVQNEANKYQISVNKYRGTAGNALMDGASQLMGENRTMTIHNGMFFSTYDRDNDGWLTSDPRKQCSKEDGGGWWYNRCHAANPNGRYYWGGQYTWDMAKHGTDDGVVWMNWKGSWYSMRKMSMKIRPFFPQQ
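system = human fibrin DD(E) protein | quantity = DD(E) 2 µM final | medium = Tris/NaCl/CaCl2 buffer, pH 7.8 | also added = labelled Tn7 tracer, 0.1 µM | compound dosing = single point at 8.3 µM | timing = compound with protein 10 min, then 3 h after probe, room temperature | signal = FP measurement | benchmarks = Aha-Tn7 high control | repeats = one replicate per compound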
LEDGF integ inh – blocks HIV-1 LEDGF/p75-dependent DNA integration. inhibition, % at 3.7 µM. 370,000 tested, 0.64% active. TR-FRET IN-LEDGF/p75 DNA integration, Eu/Cy5. AID 743269;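 active means inhibition above the screen-wide mean plus 3 SD, cut at about 13% in these data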;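 further: signal is the Cy5 over europium emission ratio at 671 and 618 nm; 0% = plate median of compound wells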
An asterisk follows results filed as active; nt = not tested or not shown.

SMILES	UHRF1 MBD2 ctr	TCR CD3 inh	SIAE primary	ABHD4 inh	HTRA1 inhibitor	TDP2 absorb	PG9 Ab binder	PRMT1 inh	DDE Tn7 FP inh	LEDGF integ inh
COc1ccc(-c2cc3nc(C)cc(N4CC(C)CC(C)C4)n3n2)cc1 (stereo not given)	1	3	0	5	-38	-7	0.3	0	-1	0
CC(C)(C)NC(=O)Cn1c(SCC(=O)NC2CCCC2)nc2ccccc21	1	1	0	4	5	4	-2.8	-5	6	1
O=C(N/C(=C/c1cccc([N+](=O)[O-])c1)C(=O)N1CCOCC1)c1ccccc1Br	1	0	3	-4	4	-1	-2.0	2	1	2
O=C(O)c1cc(NC(=O)C2CCCO2)cc(NC(=O)C2CCCO2)c1 (stereo not given)	0	1	-4	-3	6	6	0.2	-1	0	-1
Nc1cc(N)nc(SCC(=O)NCc2ccc3c(c2)OCO3)n1	-4	-10	7	0	-3	11	1.4	16	5	1
Cc1ccc(CNC(=O)C(OC(=O)c2ccco2)C(C)C)cc1 (stereo not given)	-2	0	0	-3	-1	0	0.0	2	4	-2
CCN1C(=O)/C(=C2/Sc3ccc(OC)cc3N2C)SC1=Nc1cccc(O)c1	-2	-2	-2	6	1	-7	-1.9	6	-4	-2
O=C(NC(Cc1c[nH]c2ccccc12)C(=O)O)/C(=C/c1ccco1)NC(=O)c1ccccc1 (stereo not given)	3	7	3	8	0	-1	-0.8	25*	3	1
O=C(CN1CCN(S(=O)(=O)c2ccc(Br)cc2)CC1)N/N=C/c1cc([N+](=O)[O-])ccc1Cl	0	5	-10	-1	-20	-4	-2.8	0	-12	-1
COC(=O)C1=C(C(=O)OC)[C@@H]2N(C)c3ccc(OC)cc3[C@@]23C[C@@H](C(=O)OC)N(C(=O)c2ccco2)C3=N1	-1	1	2	6	0	1	-0.5	0	-4	0
CC1=C(C(=O)O)N2C(=O)C(NC(=O)c3c(F)cccc3F)C2SC1 (stereo not given)	-4	2	11	0	0	-4	-1.0	-2	5	3
C[C@@H](C(=O)NC1CCN(Cc2ccccc2)CC1)N1C(=O)N2CCc3c([nH]c4ccccc34)[C@@]2(C)C1=O	1	6	1	-3	-14	7	-2.9	-6	-3	-5
CC(=O)c1cccc(NC(=O)CN2C(=O)C(=O)N(Cc3ccco3)C2=O)c1	4	2	0	-2	1	8	0.2	6	3	2
CCCN(CC1CC1)C(=O)COC(=O)c1ccc2c(c1)C(=O)N(c1ccc(OCC)cc1)C2=O	-1	3	2	-2	-4	12	-0.7	-1	-2	1
CCOC(=O)c1c(NC(=O)Cn2nnc(-c3ccc(Cl)cc3)n2)sc(CC)c1C	0	7	-1	-7	-8	-1	-1.0	-3	-6	0
O=c1cc(N2CCN(c3cccc(C(F)(F)F)c3)CC2)[nH]c(=O)n1-c1ccccc1	0	nt	-4	-5	nt	-6	nt	-1	0	2
Cc1nc2sc(C(c3ccccc3)N3CCOCC3)c(O)n2n1 (stereo not given)	-4	-2	4	1	5	2	-1.5	0	1	-1
CCOC(=O)c1ccc(NC(=O)COC(=O)c2cccc(Oc3ccccc3)c2)cc1	0	5	-134	-104	-79	10	-2.3	0	2	0
O=c1cc(O)c2sc3nc(-c4ccccc4)cc(C(F)(F)F)c3c2[nH]1	3	2	-48	14	-25	6	-0.5	1	3	1
Cc1nn(Cc2cccc(C(=O)Nc3ccn(Cc4c(F)c(F)cc(F)c4F)n3)c2)c(C)c1[N+](=O)[O-]	9	4	-12	-19	-16	7	0.5	0	4	-1
CCCCOCCCNC(=O)N[C@@H](CC(C)C)C(=O)O	-3	6	-1	0	7	-2	0.1	-1	-2	1
CCOc1ccccc1N1CCN(C(=O)c2cn(CC3CCCCC3)nn2)CC1	-1	-4	2	6	2	8	-1.6	-2	0	1
C/C(=N\NC(=O)CC#N)c1cc2ccc(O)cc2oc1=O	-10	10	4	12	3	5	-0.6	11	2	0
COc1ccc(C(=O)N2CCN(c3cccc(Cl)c3)CC2)cc1	-1	4	3	2	-1	11	-1.1	0	-2	-5
Cc1ccc(S(=O)(=O)Nc2ccccc2C(=O)NCc2cccnc2)cc1	0	0	1	-5	-4	-3	-0.9	1	2	-4
O=C(C[n+]1ccc(/C=N/O)cc1)N(Cc1ccccc1)Cc1ccccc1	2	-6	3	1	-5	6	-1.7	-1	-4	1
Cc1ccc(SCc2nc3ccccc3n2CC(=O)Nc2ccccc2)cc1	7	-2	1	-12	-31	0	0.0	3	5	-4
Cc1ccc(NC(=O)[C@@H](C)NC(=O)[C@@H]2Cc3ccccc3CN2)cc1	-2	7	-6	0	4	3	-2.1	1	8	-3
Cn1c(=O)[nH]c(=O)c2c1nc(SCC(=O)Nc1ccccc1)n2Cc1ccccc1	1	-11	2	5	-9	-1	0.6	3	7	-1
Cc1ccc2occ(/C=N/NC(=O)c3ccc(O)cc3)c(=O)c2c1	-1	-11	-2	5	-6	-4	0.6	2	4	0
Cc1[nH]c(C)c(C(=O)/C=C/c2ccc([N+](=O)[O-])cc2)c1C	-3	-1	25*	15	17	19	-3.1	2	-3	-1
Cc1nc2ccccc2c2c1C(=O)N(c1ccc(C(=O)O)cc1)C2=O	1	-7	0	5	2	1	1.6	-3	-2	-4
O=C(CSc1ccncc1)Nc1ccc(S(=O)(=O)Nc2nccs2)cc1	3	8	-6	4	-4	5	-1.3	6	3	-4
N#Cc1cc(-c2ccccc2)[nH]c1-c1nccc2ccccc12	-1	0	3	0	-39	10	0.5	-2	-4	0
O=c1[nH]c2ccc(S(=O)(=O)N3CCCCC3)cc2[nH]c1=O	-1	4	-2	0	0	5	-0.3	-2	2	-2
Cc1ccc(-c2nn(-c3ccccc3)cc2/C=C/C(=O)O)o1	2	0	-1	-2	-9	16	2.3	31*	-8	0
Cn1ccnc1Sc1ccc(/C=N/NC(=O)c2ccccc2O)cc1[N+](=O)[O-]	-3	5	0	7	2	2	-0.3	-3	6	2
CCOc1ccc(NC(=S)N2CCN(S(C)(=O)=O)CC2)cc1	-1	4	1	3	2	14	-3.2	-3	-2	1
CC(=O)c1cccc(CN2CCCC(CCC(=O)NCc3ccc(C)o3)C2)c1 (stereo not given)	4	-3	4	4	0	-4	-1.9	3	0	-6
O=C(CCc1nc2ccccc2c(=O)[nH]1)OCc1ccc(Cl)cc1Cl	4	-3	-6	-4	-5	-5	-1.1	1	0	1
O=C(Cc1ccccc1)NCC(=O)Nc1ccccc1Br	-1	7	-2	8	-12	15	-2.2	-2	7	3
O=C(O)C1CCC(=O)N1Cc1ccccc1Cl (stereo not given)	1	-4	10	8	7	-16	-3.2	1	2	-1
CC(=O)Nc1ccc(NC(=O)C2CC(=O)N(C(C)C)C2)cc1 (stereo not given)	0	3	-7	5	7	-2	-1.3	2	-1	-4
Cc1ccc(-c2nn(-c3ccccc3)cc2/C=N/NC(=O)c2ccc3c(c2)OCO3)cc1	2	0	-82	-2	-82	8	1.4	0	2	3
Fc1ccc(COc2ccc(Br)cc2CNCc2ccncc2)cc1	14	-4	1	0	-10	9	-0.2	0	-3	-3

A second format for part of the listing above.
Molecule,UHRF1 MBD2 ctr,TCR CD3 inh,SIAE primary,ABHD4 inh,HTRA1 inhibitor,TDP2 absorb,PG9 Ab binder,PRMT1 inh,DDE Tn7 FP inh,LEDGF integ inh
O=C(O)C1CCC(=O)N1Cc1ccccc1Cl (stereo not given),1,-4,10,8,7,-16,-3.2,1,2,-1
CC(=O)Nc1ccc(NC(=O)C2CC(=O)N(C(C)C)C2)cc1 (stereo not given),0,3,-7,5,7,-2,-1.3,2,-1,-4

Pulled one by one from the list above, two records:
SMILES	UHRF1 MBD2 ctr	TCR CD3 inh	SIAE primary	ABHD4 inh	HTRA1 inhibitor	TDP2 absorb	PG9 Ab binder	PRMT1 inh	DDE Tn7 FP inh	LEDGF integ inh
O=C(CCc1nc2ccccc2c(=O)[nH]1)OCc1ccc(Cl)cc1Cl	4	-3	-6	-4	-5	-5	-1.1	1	0	1
O=C(Cc1ccccc1)NCC(=O)Nc1ccccc1Br	-1	7	-2	8	-12	15	-2.2	-2	7	3

New compounds follow
SMILES	UHRF1 MBD2 ctr	TCR CD3 inh	SIAE primary	ABHD4 inh	HTRA1 inhibitor	TDP2 absorb	PG9 Ab binder	PRMT1 inh	DDE Tn7 FP inh	LEDGF integ inh
COc1cc2c(cc1OC)-c1cc(OCc3ccccc3Cl)nc(=O)n1CC2	1	-9	-8	6	4	-3	1.0	0	-1	3
COc1cccc(NC(=O)CSc2nnc3ccc(-c4ccncc4)nn23)c1	-3	7	0	-5	-4	-12	-0.3	-5	-7	-1
OC[C@H]1O[C@@H]2O[C@H]3[C@H](O)[C@@H](O)[C@@H](O[C@H]4[C@H](O)[C@@H](O)[C@@H](O[C@H]5[C@H](O)[C@@H](O)[C@@H](O[C@H]6[C@H](O)[C@@H](O)[C@@H](O[C@H]7[C@H](O)[C@@H](O)[C@@H](O[C@H]1[C@H](O)[C@H]2O)O[C@@H]7CO)O[C@@H]6CO)O[C@@H]5CO)O[C@@H]4CO)O[C@@H]3CO	-1	1	10	3	nt	-6	-0.7	-7	11	3
O=C(Cn1cnnn1)OCC(=O)c1ccc(Cl)s1	4	2	7	-4	4	2	1.7	3	-1	3
COc1ccc(CNC(=O)COC(=O)c2ccc(S(=O)(=O)N3CCOCC3)cc2)cc1	-1	2	-3	-1	-2	10	-1.1	-1	3	5
CC(Sc1n[nH]c(-c2cccs2)n1)C(=O)Nc1ccc(C(N)=O)cc1 (stereo not given)	-2	1	-8	-3	19	-6	1.2	-4	-7	-5
c1cnc(-c2noc(CN3CCN(C4CCCC4)CC3)n2)cn1	5	-12	-2	-2	1	-13	-2.5	0	-2	-5
CC1CCN(C(=O)CSc2nc3ccccc3[nH]2)CC1	3	-8	-3	-7	-3	11	1.7	-1	8	-2
OC[C@@H]1CN(Cc2cccc(C(F)(F)F)c2)C[C@H](n2cnc3c(NCc4ccncc4)ncnc32)O1	-2	5	0	5	nt	0	-0.1	-4	-3	-3
CC(C(C(=O)N1CCCCC1)N1CCCCC1)N1CCCCC1 (stereo not given)	-1	-1	3	-3	-1	2	-0.1	-2	6	-2
O=C(NC1CCCCC1)C1c2ccccc2OCC(=O)N1CCc1c[nH]c2ccccc12 (stereo not given)	1	0	7	3	nt	0	0.2	-6	-5	5
CCCCCc1ccnc(CC(=O)c2ccc(OC)cc2)c1	1	-6	-4	0	0	3	0.2	7	0	2
Cc1ccc2c(c1)C1CN(C)CCC1N2C(=O)Nc1ccc(Cl)cc1 (stereo not given)	-1	4	7	-4	-6	-5	-1.6	-4	3	3
Cc1ccc(Cl)cc1NC(=O)Nc1c(C)n(C)n(-c2ccccc2)c1=O	-1	6	3	0	7	3	-0.9	1	-3	3
CCOCCCNC(=O)C(c1ccccc1)N(Cc1cccs1)C(=O)CNC(C)=O (stereo not given)	13	-6	-2	-3	7	-16	-2.8	0	-6	4

High-throughput results deposited in PubChem BioAssay by The Scripps Research Institute Molecular Screening Center.
